HDAC3 inh = HDAC3 deacetylase inhibitors, primary screen, biochemical, fluorescence, cell-free homogeneous | 320,000 tested, 0.15% active | recombinant HDAC3, fluorogenic peptide/trypsin coupled | inhibition, % at 8.3 µM; in the data active means inhibition above about 26%, passing the limit was not always enough
Target sequence (O15379 whole entry, looked up): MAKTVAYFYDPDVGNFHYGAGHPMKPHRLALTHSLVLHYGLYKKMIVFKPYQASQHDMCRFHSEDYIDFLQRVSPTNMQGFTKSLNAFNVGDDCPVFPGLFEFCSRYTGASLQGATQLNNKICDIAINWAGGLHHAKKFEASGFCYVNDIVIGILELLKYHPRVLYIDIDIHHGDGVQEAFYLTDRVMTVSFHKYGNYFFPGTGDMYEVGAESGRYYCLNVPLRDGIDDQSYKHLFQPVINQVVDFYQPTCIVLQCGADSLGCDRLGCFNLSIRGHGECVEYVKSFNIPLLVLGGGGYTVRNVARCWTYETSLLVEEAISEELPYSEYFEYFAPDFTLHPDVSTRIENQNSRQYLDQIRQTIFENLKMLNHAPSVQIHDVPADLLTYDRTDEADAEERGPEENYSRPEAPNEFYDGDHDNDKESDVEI
GSK3B inh = human GSK3beta kinase inhibitors, primary screen, biochemical, cell-free homogeneous, HTS; AID 2097, 2009; GST-GSK3beta kinase, ADP-Glo luminescence, 60 min; active compounds read low; activity score (negative = inhibition), % at 10 µM; Glycogen synthase kinase-3 beta (Homo sapiens), P49841; 300,000 tested, 0.038% active;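 active means more than half of replicate wells score below -50%, meaning over 50% inhibition versus plate controls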;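 further: 0% = median DMSO wells and -100% = median GW8510 positive control wells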
Target sequence (P49841 whole entry, looked up): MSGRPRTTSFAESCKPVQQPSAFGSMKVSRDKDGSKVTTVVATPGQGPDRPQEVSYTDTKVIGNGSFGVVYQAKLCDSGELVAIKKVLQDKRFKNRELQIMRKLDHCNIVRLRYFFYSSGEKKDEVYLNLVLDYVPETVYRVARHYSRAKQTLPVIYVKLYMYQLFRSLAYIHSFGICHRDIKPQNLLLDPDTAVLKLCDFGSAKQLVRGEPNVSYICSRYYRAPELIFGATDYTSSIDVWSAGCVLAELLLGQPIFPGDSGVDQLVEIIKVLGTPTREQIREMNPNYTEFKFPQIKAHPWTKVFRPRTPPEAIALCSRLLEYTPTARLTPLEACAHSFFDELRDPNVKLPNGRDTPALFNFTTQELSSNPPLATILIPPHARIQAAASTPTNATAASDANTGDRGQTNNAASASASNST
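Assay system: GST-fused GSK3beta enzyme, cell-free / Medium: Tris pH 7.5 buffer with MgCl2, DTT, BSA, heparin / Also added: peptide substrate plus 25 µM ATP (final) / Compound: 10 µM single point / Timing: kinase reaction with compound 60 min at room temperature / Detection: ADP-Glo luminescence / Benchmarks: DMSO neutral wells and GW8510 at 20 µM as positive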
HSF1 activator = HSF-1 activators, primary screen, NIH3T3-HGL cells, MG132 stress, luminescence, single point; NIH3T3-HGL HSF-1 luciferase reporter, 8 h; 100% = twice DMSO control signal; activation, % at 9 µM; 300,000 tested, 1.7% active;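 active means mean replicate activation of at least 50% with a set share of replicates each reaching 50%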;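 further: 0% = median of the neutral control wells and 100% = twice that signal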
HSP90 refold inh = HSP90 inhibitors, primary screen, cell lysate, luminescence; Heat shock protein HSP 90 (rabbit reticulocyte lysate; luciferase refolding); Rabbit reticulocyte lysate, luciferase refolding luminescence, 3 h; inhibition, % at 5.6 µM; 290,000 tested, 0.91% active; AID 1789, 2009;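 active means inhibition above the screen-wide mean plus 3 SD, computed separately per campaign, cut at about 16% in these data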;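 further: 0% = DMSO wells and 100% = 60 µM geldanamycin wells; inhibitors lower the luminescence because luciferase stays unfolded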
PolyA inhibitor = polyadenylation inhibitors in yeast reporter cells, primary screen, luminescence, S. cerevisiae | S. cerevisiae SKY197-pL101 polyadenylation reporter, beta-gal luminescence; efflux-impaired pdr1/pdr3 knockout yeast; score 100 = 6 SD above DMSO | calls only at 12 µM | 300,000 tested, 0.02% active;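 active means lowest replicate activity score at least 50, where 100 means six control SD above control mean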;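 further: yeast exposed to compound for 9 h at 30 °C; higher score means more reporter readthrough which indicates perturbed polyadenylation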
DYRK1A inh = rat Dyrk1A kinase inhibitors, primary screen, biochemical, single point, plate reader; Dual specificity tyrosine-phosphorylation-regulated kinase 1A (Rattus norvegicus), Q63470; ADP-Glo luminescence, NFATc1 peptide; inhibition, % at 12.5 µM; 310,000 tested, 0.43% active; in the data active means inhibition above about 50%;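 further: plate controls were vehicle with enzyme for no effect and no enzyme for full effect; many of its hits are not listed in these tables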
Platelet DG rel = inhibitors of platelet dense granule secretion, primary screen, cell-based, MLPCN, human platelets; inhibition, %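 (compounds screened at 7.5 µM in platelet-rich plasma)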; 300,000 tested, 0.22% active; human platelet-rich plasma, SFLLRN dense granule ATP release, luminescence;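 active means mean replicate score, as percent of positive control, at or above 50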
HSF1 inh = HSF1 inhibitors in luciferase reporter cells, primary screen, cell-based, NIH3T3, luminescence; 300,000 tested, 0.77% active; activity change, negative = inhibition, % at 7.5 µM (by protocol); NIH3T3-HGL HSE-luciferase, MG132-induced, luminescence 8 h; active compounds read low;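 active means more than half of replicate wells show activity change below -50%, luminescence cut by over half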;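 further: luciferase reports HSF-1 transcriptional activity via heat shock element; 0% = median of DMSO wells and -100% = zero luminescence signal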
GSK3A inh = blockers of GSK3A enzyme activity – biochemical, luminescence, cell-free homogeneous, HTS, primary screen | inhibition, % at 10 µM | 320,000 tested, 0.1% active | GSK-3 alpha kinase, ADP-Glo luminescence, 60 min | Glycogen synthase kinase-3 alpha (Homo sapiens), P49840;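 in the data active means inhibition above about 50%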;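 further: GST-tagged GSK-3 alpha with peptide substrate and 25 µM ATP; 0% = DMSO neutral wells and 100% = GW8510 positive control wells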
AI-2 QS modul = Vibrio harveyi AI-2 quorum sensing modulators, primary screen, JMH597 strain, luminescence/OD600 ratio. AID 2094, 2009. 300,000 tested, 0.4% active. activity change, % at 7.5 µM. Vibrio harveyi JMH597 AI-2 luminescence/OD600 ratio, 9 h; active compounds read low; strain lacks LuxN and CqsS sensors; 0 = neutral-control median; in the data active means activity change below about -75%, passing the limit was not always enough;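 further: luminescence divided by OD600 gain over 9 h not by final OD600 alone; inactives centre near 13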
* = called active by the depositor; i = inactive; / = no result given. Some of the compounds tested; the hit share may differ from the screen's.

SMILES | HDAC3 inh | GSK3B inh | HSF1 activator | HSP90 refold inh | PolyA inhibitor | DYRK1A inh | Platelet DG rel | HSF1 inh | GSK3A inh | AI-2 QS modul
CCOC(=O)N1CCN(C(=O)CSc2ccc3nnc(CCNC(=O)c4ccc(OC)cc4)n3n2)CC1 | / | -1 | -10 | 1 | i | -5 | -6 | -1 | -2 | 30
Cn1c(=O)[nH]c(=O)c2c1nc(CN1CCN(c3cccc(Cl)c3)CC1)n2Cc1ccccc1Cl | -2 | 1 | -10 | -4 | i | 6 | 2 | 1 | -1 | 18
Cc1cccnc1Oc1ncccc1N | -5 | 4 | 30 | / | i | / | -6 | 5 | -1 | 16
Cc1ccc(C)c(OCCNc2ccc([N+](=O)[O-])cn2)c1 | -6 | 2 | -15 | -1 | i | -4 | 1 | -1 | -1 | 18
O=c1[nH][nH]c(C(F)(F)F)c1C=Nc1ccccc1 | -3 | -3 | -2 | -2 | i | -6 | 0 | 0 | 9 | 6
Cc1nccc2[nH]c(=O)c(C(=O)NC3CCCCC3C)cc12 (centres undefined) | -4 | 4 | -1 | 4 | i | 7 | 1 | 1 | -3 | 18
CCc1cccc(NC(=O)COc2ccccc2)c1 | 0 | -1 | 2 | -3 | i | -4 | -2 | 6 | -2 | -10
Cc1c(C)n(C)c2ccc(C(=O)NCCCN3CCN(C)CC3)cc12 | -8 | 2 | -7 | -7 | i | 4 | -8 | -9 | -3 | 11
CN(C)CCN(C(=O)c1cccc(N2C(=O)CCC2=O)c1)c1nc2ccc(Br)cc2s1 | 3 | 0 | 20 | 1 | i | 8 | -7 | 4 | 1 | 10
CCCCC(=O)Nc1cc(OC)c(NC(=O)C2CCCCC2)cc1OC | 6 | -3 | 15 | -4 | i | -2 | -3 | 0 | / | 24
O=c1nc(-c2ccccc2)c2cc(Cl)ccc2[nH]1 | -3 | -2 | -1 | -1 | i | -2 | -7 | -3 | -4 | -4
O=C(CNC(=O)c1cccc(F)c1)OCCOc1cccc(Cl)c1 | 2 | -1 | 5 | / | i | 11 | -23 | -3 | -4 | 25
CC[C@@H](C)[C@H](CN[C@H](CNC)[C@@H](C)O)NCCc1ccc(OC)cc1 | -5 | 2 | -5 | -2 | i | 11 | 7 | -2 | -3 | 17
N#CC(C#N)=C1c2cc(S(=O)(=O)NCCO)ccc2-c2ccc(S(=O)(=O)NCCO)cc21 | 0 | 16 | -6 | -2 | i | -16 | -4 | 2 | -2 | 35
CCCc1cc(=O)oc2c(C)c(OCC(=O)NCCN3CCOCC3)ccc12 | -7 | 2 | -3 | -4 | i | 6 | -3 | 0 | 3 | 8
COc1ccc(CNC(=O)CN(Cc2ccc(OC)cc2)C(=O)c2csnn2)cc1 | -5 | 3 | -5 | 2 | i | -3 | -4 | 0 | 5 | 8
Cc1ccc(CSC2=NCCN2C(=O)c2ccc([N+](=O)[O-])cc2)cc1 | 3 | 0 | 1 | 0 | i | -2 | 3 | -3 | -6 | 22
COc1cccc(CN(C)C(=O)C23CC4CC(CC(NC(C)=O)(C4)C2)C3)c1OC | -6 | 1 | -50 | -3 | i | -1 | -4 | -35 | / | 23
Cc1ccc(NC(=O)C2CCN(S(=O)(=O)c3c(C)noc3/C=C/c3ccco3)CC2)nc1 | -7 | -2 | 14 | 1 | i | 5 | 8 | -2 | -2 | 35
CC1(C)CC(=O)C2=C(C1)OC(N)=C(C#N)C21CCN(C(=O)OCc2ccccc2)CC1 | 7 | 0 | 8 | 0 | / | -5 | 5 | 4 | 2 | -5
CC(C)(C)c1ccc(C(=O)NNC(=O)C(=O)N2CCCCC2)cc1 | 0 | 1 | 2 | -3 | / | 8 | 6 | 7 | -1 | 7
Cc1cc(NC(=O)c2ccc(Cl)cc2)n(CCC#N)n1 | -3 | 2 | -3 | -2 | i | 9 | -1 | -6 | 0 | 22
COc1cc(=O)[nH]c(=O)n1C(=O)Cc1ccccc1 | 3 | 1 | 26 | 2 | i | -2 | -5 | -4 | 2 | 6
CCc1c(C)nc2[nH]nc(-c3ccccc3C)n2c1=O | -3 | 0 | -3 | 1 | i | -4 | -6 | 2 | -1 | 18
COC(=O)c1ccsc1NC(=O)CS(=O)(=O)c1ccccc1 | -1 | 4 | 6 | / | i | 1 | -10 | 4 | -1 | 12
CCN(CC(=O)Nc1c(F)cccc1F)C(=O)CCc1ccc(OC)cc1 | 4 | 2 | -2 | -1 | i | -2 | -3 | -12 | -1 | 18
CCOC(=O)c1c(S(=O)(=O)N2CCc3ccccc32)c(C)n(C)c1C | -1 | -1 | 0 | 0 | i | -2 | 4 | -4 | 9 | 7
CC(=O)Nc1ccc(NC(=O)CSc2nnc(-c3ccco3)o2)cc1 | 1 | 3 | 31 | 6 | i | -3 | -5 | 3 | -1 | 2
CNC(=O)c1cc2c(=O)n3cccc(C)c3nc2n(C(C)C)c1=N | i | 0 | 7 | 3 | i | -2 | 3 | -5 | -3 | 25
C=CCn1c(COc2ccccc2)nnc1SCC(=O)O | 5 | -2 | 10 | 1 | i | 1 | 5 | -3 | -2 | 11

Looked up one by one from above, three records:
SMILES | HDAC3 inh | GSK3B inh | HSF1 activator | HSP90 refold inh | PolyA inhibitor | DYRK1A inh | Platelet DG rel | HSF1 inh | GSK3A inh | AI-2 QS modul
CCN(CC(=O)Nc1c(F)cccc1F)C(=O)CCc1ccc(OC)cc1 | 4 | 2 | -2 | -1 | i | -2 | -3 | -12 | -1 | 18
CC(=O)Nc1ccc(NC(=O)CSc2nnc(-c3ccco3)o2)cc1 | 1 | 3 | 31 | 6 | i | -3 | -5 | 3 | -1 | 2
COc1cc(=O)[nH]c(=O)n1C(=O)Cc1ccccc1 | 3 | 1 | 26 | 2 | i | -2 | -5 | -4 | 2 | 6

The list continues:
SMILES | HDAC3 inh | GSK3B inh | HSF1 activator | HSP90 refold inh | PolyA inhibitor | DYRK1A inh | Platelet DG rel | HSF1 inh | GSK3A inh | AI-2 QS modul
Cn1cc(CN(CCCN2CCOCC2)C(=S)Nc2cccc(Cl)c2)c2ccccc21 | 6 | 1 | 18 | 3 | i | 0 | 7 | 6 | -8 | -8
COc1ccc(Cc2nc3ccc(C(=O)N4CCC(N(C)C)C4)cc3o2)cc1 (centres undefined) | -1 | 6 | 2 | -1 | i | 4 | 7 | -2 | -2 | -3
CCOC(=O)Cn1c(=N)n(CCOc2ccc(F)cc2)c2ccccc21 | -3 | -2 | 4 | -1 | i | 2 | -4 | -5 | 4 | /
O=C(Nc1cccc([N+](=O)[O-])c1)N1CCN(c2ccccc2)CC1 | -7 | 1 | -5 | 9 | i | -2 | -2 | -8 | 1 | 21
COc1cccc(C(=O)Nc2nc(C)cs2)c1 | 4 | 0 | 6 | 7 | i | 5 | -2 | 6 | -3 | 3
COc1ccc(F)cc1C(=O)C1CCCN(Cc2c(C)n(C)n(-c3ccccc3)c2=O)C1 (centres undefined) | 6 | 2 | -6 | -2 | i | 2 | 0 | -2 | 0 | 6
Cc1cc(Cl)ccc1NC(=S)N1CCOCC1 | 2 | 4 | 25 | -1 | i | -4 | -2 | 7 | -3 | -5
O=C(c1ccc(CN2CCOCC2)cc1)N1CCN(c2cccc(Cl)c2)CC1 | 1 | 3 | 49 | 1 | i | 4 | -4 | 11 | 2 | 27
C/C(=N\NC(=O)c1cccs1)c1c(O)cc(C)oc1=O | 4 | -1 | 49 | 0 | i | -7 | -1 | 23 | 6 | 29
Cc1cc(=O)oc2c3c(cc(OCC(=O)Nc4ccc(CCO)cc4)c12)OC(C)(C)CC3 | -24 | 3 | 10 | -2 | i | 7 | 3 | 4 | -1 | 16
COCCNC(=O)C1c2cc(OC)c(OC)cc2C(=O)N(C)C1c1cccnc1 (centres undefined) | -8 | -2 | 0 | 3 | i | -5 | -1 | 0 | -5 | 3
O=C(O)CC(NC(=O)c1ccc2c(c1)OCO2)c1cccc([N+](=O)[O-])c1 (centres undefined) | -2 | -1 | -16 | -2 | i | 1 | -1 | -5 | -2 | 27
Cc1cccc(S(=O)(=O)NC(Cc2c[nH]c3ccccc23)C(=O)O)c1 (centres undefined) | 3 | 4 | 1 | -2 | i | -3 | 3 | -7 | -1 | 28
Cc1cc(C)c2c(=O)cc(C(=O)NCc3ccccc3)oc2c1 | 4 | 0 | -9 | 1 | i | -6 | -3 | -1 | -1 | 21
CNc1nc(-c2ccccc2)[n+](-c2ccc(C)cc2)s1 | 42* | -4 | 11 | 12 | i | 8 | -19 | 6 | 0 | 41
Cc1ccc(CNc2ccc(N3CCOCC3)c(Cl)c2)cc1 | 0 | -2 | -1 | -2 | i | -3 | -6 | 3 | 0 | 17
CS(=O)(=O)N1CCC(Oc2cccc(C(=O)NCCCOc3cccnc3)c2)CC1 | -4 | 1 | -2 | -1 | i | 7 | -3 | -2 | 2 | 21
CC(=O)O/N=C(\N)c1ccc(-c2csnn2)cc1 | -2 | 5 | 20 | -1 | i | / | 13 | 10 | 0 | 15
CCOC(=O)CNC(=O)CSc1nnc(-c2ccc(OC)cc2)n1CC | 0 | 0 | -7 | -6 | i | 0 | 3 | 0 | 1 | 16
Fc1cccc(-c2csc(-c3ccno3)n2)c1 | 4 | -2 | 5 | 4 | i | 2 | 4 | 4 | -2 | 18
COc1ccccc1C(=O)Nc1ccc(NC(=O)c2ccco2)c(C)c1 | 3 | -8 | -1 | -4 | i | 13 | 19 | 4 | 1 | 7
COCc1c(C(=O)N/N=C\c2ccccn2)nnn1-c1nonc1N | -7 | 3 | -31 | 3 | i | -4 | 16 | -23 | 2 | 28
CS(=O)(=O)N(CC(=O)NCCC1=CCCCC1)c1cccc([N+](=O)[O-])c1 | -1 | 1 | 6 | -1 | i | -2 | 5 | 3 | 1 | 39
CCn1c(CNC(=O)COc2ccc(C(C)C)cc2)nnc1SCC(=O)Nc1ccccc1F | -1 | 0 | 16 | 2 | i | 7 | -3 | 5 | -2 | 17
Cn1c(=O)c2c(nc(CN3CCN(c4ccccc4F)CC3)n2CCN2CCOCC2)n(C)c1=O | 1 | -1 | -7 | 6 | i | -1 | -2 | -1 | -2 | 14
NNC(=O)Cn1cnc2ccccc21 | -7 | 0 | -5 | -2 | i | 5 | -5 | -3 | 0 | 10
COc1ccc(NC(=O)CSc2nc3ccccc3nc2N2CCCC2)c(OC)c1 | -4 | -3 | -12 | 1 | i | -8 | 6 | 3 | -2 | 26
CCOC(=O)c1cc(C#N)c(Nc2ccc(C)cc2)nc1C(F)(F)F | 13 | 5 | 12 | 2 | i | / | -14 | 2 | -1 | 5
